High-throughput results (PubChem)
Mtb BioA inh – BioA (M. tuberculosis) enzyme inhibition. inhibition, % at 9.99 µM. purified M. tuberculosis BioA enzyme, plate reader. hit rate 0.096% among 360,000; in the data active means inhibition above about 40%
Mtb UGM inh – blocks M. tuberculosis UGM enzyme. hit rate 0.06% among 320,000. AID 504406. purified UGM, fluorescence polarization probe displacement. inhibition, % at 10 µM. P9WIQ1; in the data active means inhibition above about 10%, passing the limit was not always enough
Target sequence (P9WIQ1 whole entry, looked up): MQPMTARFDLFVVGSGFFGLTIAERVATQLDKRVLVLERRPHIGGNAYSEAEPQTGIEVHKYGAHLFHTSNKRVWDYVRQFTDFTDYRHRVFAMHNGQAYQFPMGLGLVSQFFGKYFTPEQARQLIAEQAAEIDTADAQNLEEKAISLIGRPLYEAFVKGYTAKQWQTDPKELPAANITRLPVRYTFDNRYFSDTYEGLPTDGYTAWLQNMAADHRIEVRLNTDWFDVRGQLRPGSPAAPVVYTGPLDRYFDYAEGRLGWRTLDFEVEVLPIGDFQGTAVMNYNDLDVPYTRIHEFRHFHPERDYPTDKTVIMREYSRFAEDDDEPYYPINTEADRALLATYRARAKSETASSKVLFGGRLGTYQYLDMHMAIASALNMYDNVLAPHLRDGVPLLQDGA
PfHsp40 rescue – compounds rescuing yeast from Plasmodium falciparum HSP40 toxicity; growth rescue, % at 12.5 µM; AID 504582; S. cerevisiae expressing PfHsp40, growth rescue, ATP luminescence; hit rate 0.68% among 340,000; in the data active means growth rescue above about 28%, passing the limit was not always enough;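 further: yeast W303a lacking pdr1 and pdr3 grown in galactose medium; growth measured after three days at 30 °C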
TcdB inh – inhibitors of Clostridioides difficile toxin B glycohydrolase. P18177. TcdB glycohydrolase enzymatic assay, plate reader. inhibition, % at 9.99 µM. hit rate 0.24% among 350,000; in the data active means inhibition above about 10%
Mtb FBA inh – inhibitors of M. tuberculosis fructose-bisphosphate aldolase; P9WQA3; purified M. tuberculosis FBA, fluorescence read-out; inhibition, % at 1 µM; hit rate 2.3% among 360,000; in the data active means inhibition above about 27%;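 further: 0% = vehicle and 100% = reference inhibitor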
Target sequence (P9WQA3 whole entry, looked up): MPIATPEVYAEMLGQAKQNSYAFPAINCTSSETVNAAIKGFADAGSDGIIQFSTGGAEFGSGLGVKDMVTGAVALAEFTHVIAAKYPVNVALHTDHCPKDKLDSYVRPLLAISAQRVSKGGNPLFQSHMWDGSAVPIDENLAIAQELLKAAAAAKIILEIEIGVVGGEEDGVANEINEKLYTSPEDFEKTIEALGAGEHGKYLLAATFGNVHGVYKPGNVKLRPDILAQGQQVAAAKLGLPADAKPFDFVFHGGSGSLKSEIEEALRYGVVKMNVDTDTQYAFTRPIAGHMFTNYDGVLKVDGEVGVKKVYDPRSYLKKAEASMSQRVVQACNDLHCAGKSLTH
FadD28 FP inh – blocks FadD28 binding to the bisubstrate probe. hit rate 0.22% among 360,000. inhibition, % at 12.5 µM. AID 588549. fluorescence polarization; in the data active means inhibition above about 8.5%, passing the limit was not always enough
Yp Topo-I inh – blocks Yersinia pestis topoisomerase I activity. AID 504884. activity, % at 10 µM. Y. pestis Topo-I cleavage product accumulation, plate reader. hit rate 0.064% among 360,000; in the data active means activity above about 50%, passing the limit was not always enough; further: inactives centre near 2
Vc quorum ag – quorum light induction in luxS cqsA deficient V. cholerae; AID 588436; V. cholerae BH1578 lux reporter, luminescence, 6 h; hit rate 0.16% among 350,000; activation, % at 18.7 µM; in the data active means activation mostly above about 9.7%, no sharp cut-off; further: not every result past the cut was called active; inactives centre near 0; reference of the scale not given here
GDH-TPI inh – counter-screen for M. tuberculosis FBA inhibitors: GDH-TPI coupled enzymes; GDH-TPI coupled enzyme counterscreen, NADH absorbance; inhibition, % at 4.8 µM; hit rate 1.2% among 360,000; in the data active means inhibition above about 30%;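 further: 0% = DMSO wells and 100% = wells lacking the enzyme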
* marks the source's active call; other numbers are inactive results; i = inactive; . = no result given; & = joins results of further samples.

no.	Compound	Mtb BioA inh	Mtb UGM inh	PfHsp40 rescue	TcdB inh	Mtb FBA inh	FadD28 FP inh	Yp Topo-I inh	Vc quorum ag	GDH-TPI inh
1	COc1ccc(CNc2ncc(-c3ccccc3)n2C)cc1	2.5	-4.0	8.9	0.9	0.8	-1.4	-0.9	-0.3	16.8
2	Cc1ccc(F)cc1NC(=O)COC(=O)C1CC2CCCC(C1)C2=O (configuration not stated)	0.9	.	.	0.2	-0.5	-1.9	-6.1	i	4.4
3	C=CCNC(=S)NNC(=O)c1ccc(=O)n(Cc2ccc(Cl)cc2Cl)c1	-2.8	1.1	-1.3	-0.2	-0.8	-3.3	6.1	-0.2	-5.7
4	COC(=O)C1=C(C(=O)c2ccccc2)C(c2ccc(O)c(OC)c2)n2nnnc2N1 (configuration not stated)	-0.8	0.1	13.9	.	-6.5	1.1	4.2	.	9.4
5	Cc1cc(C)n(-c2ccc(NC(=O)C3CCN(Cc4ccc(C)o4)CC3)cc2)n1	0.6	-0.4	-0.4	-0.3	0.3	0.9	10.8	-5.9	2.6
6	Cc1ccc(CN(C)C(=O)c2cc(Br)c(Br)s2)o1	1.6	2.3	0.6	0.4	-1.6	.	0.2	-0.2	-10.3
7	CC(NCC(O)COCc1ccc(Cl)cc1)c1ccccc1 (configuration not stated)	.	-2.5	1.7	0.5	1.3	-2.8	4.8	-0.5	-3.1
8	O=C1NC(=O)C(=Cc2ccc(N3CCOCC3)cc2)C(=O)N1	-0.7	1.9	0.1	0.8	-6.6	3.4	1.4	1.0	13.1
9	O=C(O)Cc1csc2ccccc12	-0.9	2.6	-0.4	.	-0.2	-3.8	3.2	i	-0.6
10	N=c1n(CC(=O)c2ccc(Br)s2)c2ccccc2n1Cc1ccccc1	0.3	0.7	0.6	1.7	-2.5	-8.1	7.0	-0.5	-12.0
11	COc1ccc(C(C(=O)NC(C)(C)C)N(Cc2ccc(F)cc2)C(=O)CCC(=O)Nc2cc(C)on2)cc1 (configuration not stated)	-0.3	0.1	0.5	2.6	-1.3	1.2	14.5	0.3	7.2
12	CN1CCN(C(=O)c2cc(COc3c(F)cccc3F)on2)CC1c1ccccc1 (configuration not stated)	-3.5	-0.6	79.6*	0.6	6.0	-1.2	10.1	-0.2	-1.0
13	O=C(NC1CC2CCC1C2)c1ccc(CN2CCOCC2)cc1 (configuration not stated)	0.5	0.4	-0.3	.	0.9	-2.6	1.0	-7.1	-6.6
14	COc1ccc(CC(=O)Nc2ccc(S(=O)(=O)Nc3ncccn3)cc2)cc1	-0.3	-0.7	0.2	.	8.3	1.1	0.3	-0.9	0.4
15	Cc1ccc(S(=O)(=O)NC(CC(=O)O)c2ccco2)cc1 (configuration not stated)	-2.3	.	-1.1	-0.5	1.5	0.9	2.2	-0.1	7.4
16	O=C1CC(=O)N(c2cccc(F)c2)N1	.	1.2	0.8	-4.2	-6.5	1.0	-11.2	-1.4	1.3

Complete entries as entered above. Order of values: Mtb BioA inh, Mtb UGM inh, PfHsp40 rescue, TcdB inh, Mtb FBA inh, FadD28 FP inh, Yp Topo-I inh, Vc quorum ag, GDH-TPI inh
Shown for COc1ccc(C(C(=O)NC(C)(C)C)N(Cc2ccc(F)cc2)C(=O)CCC(=O)Nc2cc(C)on2)cc1 (configuration not stated) = -0.3, 0.1, 0.5, 2.6, -1.3, 1.2, 14.5, 0.3, 7.2
Shown for N=c1n(CC(=O)c2ccc(Br)s2)c2ccccc2n1Cc1ccccc1 = 0.3, 0.7, 0.6, 1.7, -2.5, -8.1, 7.0, -0.5, -12.0

Carrying on:
no.	Compound	Mtb BioA inh	Mtb UGM inh	PfHsp40 rescue	TcdB inh	Mtb FBA inh	FadD28 FP inh	Yp Topo-I inh	Vc quorum ag	GDH-TPI inh
17	CN(NS(=O)(=O)c1ccc(Cl)cc1)c1ncc(C(F)(F)F)cc1Cl	12.3	-2.2	4.4	1.3	5.2	-4.1	2.5	i	-2.8
18	CCN(c1ccccc1)S(=O)(=O)c1cc(C(=O)OC2CCOC2=O)ccc1C (configuration not stated)	5.3	-1.1	1.1	1.4	-0.4	-1.0	11.9	-0.3	2.5
19	CCCCC1NC(C(=O)O)CS1 (configuration not stated)	-1.9	2.7	0.7	0.6	-9.9	-2.9	-1.2	-0.4	-4.4
20	COc1ccc(OC)c(S(=O)(=O)N2CCCC2C(=O)NC(C)c2ccccc2)c1 (configuration not stated)	7.3	-0.4	0.6	1.5	-2.8	-4.2	8.8	-0.3	-8.5
21	Cc1cc2cc(CNC(=S)Nc3ccc(OC(F)(F)F)cc3)ccc2[nH]1	-0.5	-0.5	-2.0	-0.3	1.6	4.1	3.1	-0.3	2.4
22	O=S1(=O)CC(O)C(N=Nc2c(O)n(Cc3ccccc3)c3ccccc23)C1 (configuration not stated)	-0.5	8.3	-1.5	1.9	2.2	0.6	-2.4	-0.1	-14.8
23	CCOC(=O)N1CCN(C(=O)c2cc3c(s2)-c2ccccc2OC3)CC1	-1.9	0.5	-0.9	1.4	146.9*	1.1	-7.8	-0.3	23.2
24	CC(C)(C)c1ccc(NC(=O)c2cc(C3CCCN(S(=O)(=O)c4cccc5cccnc45)C3)on2)cc1 (configuration not stated)	-1.5	.	.	0.9	1.1	-1.4	-1.5	-0.9	14.6
25	COc1cccc(C(=O)NCCS(=O)(=O)NCCc2ccc(OC)c(OC)c2)c1	-0.8	1.2	1.2	3.1	-0.8	-2.7	2.9	-1.8	7.2
26	Cc1noc(C)c1C(=O)NNc1cc(Cl)ccc1Cl	.	-2.5	-0.2	-11.0	5.5	-2.2	-0.3	-0.8	6.3
27	Cc1ccc(N2C(=O)NC(NC(=O)C(C)(C)C)(C(F)(F)F)C2=O)cc1 (configuration not stated)	1.8	2.1	-1.1	.	-0.8	-1.2	-4.5	-1.7	-0.4
28	Cc1ccc(S(=O)(=O)NCC(=O)N(CC(=O)NCC2CCCO2)c2cccc(F)c2)cc1 (configuration not stated)	0.1	1.8	0.1	0.4	2.5	-0.6	1.8	-0.9	8.2
29	C#CCOCCOCCOCCNc1nc(N2CCN(C(=O)[C@H]([C@@H](C)CC)n3cc(CCCCN)nn3)CC2)nc(N2CCN(C(=O)[C@H](C)n3cc(CCC(=O)O)nn3)CC2)n1	-1.2	-1.7	-0.5	-0.5	0.3	-4.2	8.5	0.0	5.9
30	O=C(Nc1nc(-c2cccs2)cs1)c1cccc(S(=O)(=O)N2CCCCC2)c1	-2.4	1.7	1.0	.	0.3	-4.8	0.7	i	-4.0
31	CNC(=O)CC1C(=O)N(C)C(=S)N1NC(=O)c1ccccc1 (configuration not stated)	0.9	1.9	-1.0	1.7	4.2	-2.8	2.5	-0.5	-3.8
32	Cc1cccc(C)c1NC(=S)N1CCC(c2ccccc2)C1 (configuration not stated)	.	-1.0	1.0	1.3	-3.9	-2.6	2.3	0.0	-5.1
33	COc1cc(NC(=O)c2cc(-c3ccccc3)on2)cc(OC)c1OC	0.1	1.9	0.3	-0.1	0.0	0.6	18.3	-0.3	3.4
34	CSc1nc2ccccc2c(=O)n1Cc1ccc(F)cc1	.	-2.0	1.6	0.5	0.4	-1.3	14.7	0.4	2.8
35	NC(Cc1ccc(C(F)(F)F)cc1)c1csc(Nc2ccc(C(=O)c3ccccc3)cc2)n1 (configuration not stated)	-1.0	.	.	-11.4	1.0	-16.4	-12.3	-0.4	11.9
36	Cc1cccc(C(=O)NC(=O)Nc2c(C)cc(C)nc2C)c1	.	0.3	1.4	6.7	-1.7	-0.7	5.6	-1.2	0.0
37	COC(=O)c1cc2c(n(Cc3ccccc3)c1=O)CCCC2=O	13.8	.	2.0	-1.4	3.5	-2.6	-3.8	1.1	16.4
38	CCOC(=O)c1ccc(NC(=O)CC2C(=O)OCCN2CC)cc1 (configuration not stated)	.	-0.2	218.6*	-0.9	-6.4	0.3	-7.5	-0.2	-3.6
39	CCOc1ccc(-c2nc(C#N)c(NCc3ccco3)o2)cc1	.	0.9	-0.8	-0.1	52.8*	-1.9	-5.2	-0.6	8.5
40	CC1CCN(C(=O)c2ccc(CNS(=O)(=O)c3ccc(C(C)(C)C)cc3)cc2)CC1	0.0	2.6	6.7	0.4	2.3	-1.2	47.3	i	-1.3
41	Cc1ccnc(NC(=O)CNC(=O)c2ccccc2)c1	-0.2	2.3	-0.2	1.5	0.2	-1.5	2.1	i	-3.5
42	COC(=O)c1cc(COC(=O)COc2ccc(C)c(C)c2)oc1C	.	-0.5	-0.1	0.4	-1.4	1.1	28.0	-0.3	-0.7
43	Oc1ccc2ccccc2c1CN1CC2CCC(CC2)C1	1.3	.	1.6	2.8	7.8	0.1	2.7	-3.8	6.9
44	O=C(COC(=O)C1CC1)Nc1cccc(Cl)c1	0.4	.	.	0.2	-0.9	-2.3	3.2	i	-1.8
45	CC(C)[C@H](NC(=O)N1CC(=O)Nc2ccccc21)C(=O)N[C@@H](C(=O)O)c1ccccc1	-0.4	-0.1	-1.2	2.2	-2.2	-0.8	-9.8	-0.9	2.2
46	COc1ccc(S(=O)(=O)Nc2ccccc2C(=O)NCc2ccco2)cc1Br	-0.8	0.0	0.2	.	3.7	-4.5	6.0	-0.6	-5.0
47	O=c1[nH]c(NC2CCCCC2)c([N+](=O)[O-])c(=O)[nH]1	-5.4	2.8	-0.5	.	1.4	-0.5	-10.3	-0.2	21.1
48	COc1ccccc1/C=C/C(=O)NC(=S)N1CCOCC1	-0.3	-2.0	-1.2	-1.5	0.1	-2.2	3.8	-0.5	18.2
49	CC(=O)c1ccccc1N(C(=O)c1ccco1)C(C(=O)NC1CCCC1)c1ccc(N2CCOCC2)cc1 (configuration not stated)	.	2.6	0.2	-0.9	-0.4	-1.2	3.9	2.4	1.9
50	Cc1nnsc1SCCNC(=O)c1ccc(F)cc1	.	0.7	-0.4	.	-0.4	-3.2	0.8	-0.5	-10.2
51	Cc1ccc(CN(Cc2ccccn2)C(=O)Nc2ccc(C)c(C)c2)cc1	-1.0	-1.2	7.3	1.1	0.8	-1.5	-17.7	i	-10.3
52	C[C@H](CO)N1C[C@H](C)[C@@H](CN(C)S(=O)(=O)c2ccc(C#N)cc2)OCc2cn(nn2)CCCC1=O	-0.5&-1.5	.	.	-0.5&0.1	0.4	2.1	9.5	-0.4	-0.9
53	CN(CC(=O)Nc1ccc(N2CCOCC2)cc1)C(=O)CCCOc1ccc(Cl)cc1Cl	.	2.7	3.1	1.8	0.8	-0.4	3.0	-0.7	7.9
54	Cc1ccc(S(=O)(=O)C(C)C(=O)c2ccc3c(c2)OCCO3)cc1 (configuration not stated)	-0.4	0.0	0.8	.	1.1	-1.3	3.8	-1.9	10.4
55	Cc1ccc(C(=O)COC(=O)CCN2C(=O)C3C4C=CC(C5CC45)C3C2=O)cc1 (configuration not stated)	0.4	0.7	0.2	-0.3	1.3	2.4	22.8	-0.2	-0.7
56	Cc1cccc(C2=N/C(=C\c3cccnc3)C(=O)O2)c1	0.8	-2.3	-0.2	.	1.4	-0.5	-6.8	4.2	-3.5
57	CCOC(=O)Cn1nnnc1CN(Cc1ccc(OC)cc1)Cc1cc2cc(C)ccc2[nH]c1=O	2.3	3.4	2.9	.	0.7	-2.7	18.9	-7.7	-0.4
58	CCCCCc1nc2c(c(=O)c3ccccc3n2C)c(=O)n1Cc1ccc(OC)cc1	.	5.3	-0.5	1.1	0.5	-0.8	8.1	-0.7	7.9
59	COc1ccccc1NC(=O)CCC(=O)Nc1ccccc1OC	0.3	-1.1	-1.6	.	0.5	1.8	6.4	i	7.5
60	C=CCOCCN(CCOCC=C)C1=NS(=O)(=O)c2ccccc21	.	0.4	-1.6	-4.0	2.2	-2.3	6.7	-0.3	-2.6
61	O=C(Nc1ccc2c(c1)Cc1ccccc1-2)c1ccccc1F	.	0.8	-1.6	0.4	3.6	-1.8	2.2	-0.4	7.3
62	COCCn1c(N2CCCC2)nc2c1c(=O)[nH]c(=O)n2C	-6.5	-1.8	0.1	0.1	1.4	-1.3	-9.8	i	-8.6
63	Cc1[nH]c2ccccc2c1C(=O)CSc1nc2ccccc2c(=O)n1CCCN1CCOCC1	-0.6	1.9	8.9	.	0.5	-5.5	17.2	-0.1	0.6
64	C=CCNC(=S)Nc1cc(S(=O)(=O)N2CCOCC2)ccc1-n1cncn1	-0.9	2.7	-1.6	0.9	2.8	-0.7	0.2	-0.4	6.9
65	Cc1cccc(CN2CCC(C(=O)Nc3ccc(-n4nc(C)cc4C)cc3)CC2)n1	0.4	1.5	0.8	0.7	-3.6	-1.5	14.5	-0.3	-1.7
66	CO/N=C/c1ccc(N2CCN(C(=O)c3ccc(C)cc3)CC2)c([N+](=O)[O-])c1	1.5	-0.8	7.7	.	-3.9	-3.4	19.6	i	-2.9
